# Screens deposited in PubChem by Sanford-Burnham Center for Chemical Genomics.
# DUSP3 inh = VHR1 (DUSP3) phosphatase inhibition | recombinant VHR phosphatase, colorimetric substrate read-out | inhibition, % at 20 µM | 50,000 tested, 0.7% active; in the data active means inhibition above about 60%; further: some results filed as inactive read as strong as hits
# Target sequence (P51452 whole entry, looked up): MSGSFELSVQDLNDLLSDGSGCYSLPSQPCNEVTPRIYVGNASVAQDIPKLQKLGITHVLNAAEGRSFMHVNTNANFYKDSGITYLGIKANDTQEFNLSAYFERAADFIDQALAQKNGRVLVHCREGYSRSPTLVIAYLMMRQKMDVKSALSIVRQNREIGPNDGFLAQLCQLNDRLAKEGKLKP
# An asterisk follows results filed as active. A portion of the library, so the mix of outcomes need not match the whole.
smiles	DUSP3 inh
CCN(CC)CCN1C(=O)C(O)=C(C(=O)/C=C/c2ccccc2)C1c1ccc(F)cc1 (stereo not drawn)	3
CC(C)OCCCNC(=O)C(=O)NCCc1ccc(Cl)cc1	-4
O=C(/C=C/c1ccccc1)NCc1ccc(Cl)cc1	-1
Cc1cc(C)nc(/N=C(/NC(=O)c2ccccc2)Nc2cccc(C(F)(F)F)c2)n1	-14
COc1ccc2c(=O)cc(C(F)(F)F)oc2c1	-26
O=C1c2ccccc2NC(c2ccc(Cl)cc2Cl)N1Cc1ccccc1 (stereo not drawn)	34
CCSc1nc2ccccc2n1C(=O)/C=C/c1cccs1	-12
O=C(Cc1ccc([N+](=O)[O-])cc1)N/N=C/c1cccnc1	-16
CCC(C(=O)Nc1cccc(C(C)=O)c1)c1ccccc1 (stereo not drawn)	-7
O=C(/C=C/c1ccc(F)cc1)Nc1cccc2cccnc12	-19
CC(C)c1cccc(C(C)C)c1NC(=O)C(F)(F)F	-2
COc1ccc(-c2csc(NC(=O)CCc3ccccc3)c2C(=O)O)cc1	6
CCCCNCCCCOc1cc(C)c(Cl)c(C)c1	-16
CC(=O)c1cccc(NC(=O)c2ccc(CN(c3ccccc3)S(C)(=O)=O)cc2)c1	-53
CCCC(=O)Nc1nnc(COc2ccccc2)s1	-32
Oc1ccc(/C=N/Nc2cc(N3CCOCC3)nc(N3CCOCC3)n2)cc1	-21
O=C1NC(=O)N(c2ccccc2)C(=O)/C1=C\c1ccc(-c2ccc(F)cc2)o1	-4
O=C(NCCCCOc1ccccc1)C(O)(c1ccc(Cl)cc1)c1ccc(Cl)cc1	-1
Cc1ccc(N2C(=O)CC(Sc3nc4ccccc4s3)C2=O)cc1C (stereo not drawn)	-24
Cc1ccc(OCC(O)Cn2cnc3cc(C)c(C)cc32)cc1 (stereo not drawn)	19
O=C(CN(Cc1ccccc1)S(=O)(=O)c1ccccc1)NCc1ccc(Cl)cc1	-33
CN(C)c1ccc(C2CC(c3ccc(Br)cc3)=NN2C(=O)CCC(=O)O)cc1 (stereo not drawn)	21
Cc1csc(NC(=O)c2cccnc2)n1	-8
O=C1C(=O)N(CC2CCCO2)C(c2ccc(Br)cc2)/C1=C(/O)c1ccccc1 (stereo not drawn)	12
O=C1CC(N2CCN(c3ccc([N+](=O)[O-])cc3)CC2)C(=O)N1c1cccc(Cl)c1 (stereo not drawn)	6
COC(=O)c1ccc(C2C(C(=O)OCCOc3ccccc3)=C(C)NC3=C2C(=O)CCC3)cc1 (stereo not drawn)	-11
Cc1ccccc1N(CC(=O)O)S(C)(=O)=O	1
O=C(N/N=C/c1ccc([N+](=O)[O-])o1)c1ccc(O)cc1	5
CCC1=NN(C(=O)c2ccncc2)C(O)(C(F)(F)F)C1 (stereo not drawn)	-30
CC1(C)CC(O)CC(C)(CN=Cc2c(O)n(-c3ccc(Cl)cc3)c(=O)[nH]c2=O)C1 (stereo not drawn)	-6
O=[N+]([O-])c1cccc(-c2noc(C34CC5CC(CC(C5)C3)C4)n2)c1	-8
O=S(=O)(c1ccc(Cl)cc1)N1CCN(Cc2ccc3c(c2)OCO3)CC1	-2
O=C1NC(=O)N(c2ccc(Cl)cc2)C(=O)/C1=C/c1ccc(-c2ccc(Cl)cc2[N+](=O)[O-])o1	0
COc1cccc(/C=C2\SC(=S)N(CC(=O)Nc3nccs3)C2=O)c1	-6
O=C1NC(=S)NC(=O)C1=Cc1ccc(OCc2cccc(C(=O)O)c2)cc1	-13
Cc1c(/C=C/c2nc3ccccc3c(=O)[nH]2)c2ccccc2n1C	-83
CCc1ccc(N2CC(C(=O)Nc3ccccc3F)CC2=O)cc1 (stereo not drawn)	29
CCSC(C)CC1CC(=O)CC(=O)C1C(=O)OC (stereo not drawn)	-8
COc1ccc(CCNC(=O)CN(c2cc(C)cc(C)c2)S(=O)(=O)c2ccc(OC)c(OC)c2)cc1OC	-17
Cc1ccc(N2C(=O)/C(=C/C=C/c3ccccc3)C(=O)NC2=S)cc1	3
CCC1/C(=N\O)CC(c2ccco2)NC1c1ccco1 (stereo not drawn)	-22
Cc1ccc(-c2csc(NC(=O)C3CC=CCC3C(=O)O)n2)cc1 (stereo not drawn)	-25
Cc1ccc(C(C)C)c(OC(=O)c2ccccc2Br)c1	-27
Cc1cc(/C=C2\SC(=O)NC2=O)c(C)n1C1CCCCC1	10
CCOc1ccc(/C=C/c2nc(O)c([N+](=O)[O-])c(=O)[nH]2)cc1	8
Cc1cccc(/C=N/NC(=O)c2ccc(-c3ccccc3)cc2)c1	-2
Cc1ccc(-c2nc3ccccc3c(=O)n2-c2ccncc2)cc1	-3
O=C(NNc1nc(-c2ccccc2)cc(-c2ccccc2)n1)Nc1ccccc1	-17
COc1ccc(/C=C/C=C2\NC(=S)NC2=O)cc1	4
CCOc1ccccc1N1C(=O)C2C3C=CC(C4CC34)C2C1=O (stereo not drawn)	-32
Cc1ccc(C(=O)N2CCN(C(=O)CN3CCOCC3)C2)cc1	8
COc1ccc(C2/C(=C(/O)c3ccccc3)C(=O)C(=O)N2c2cccc(Br)c2)c(OC)c1 (stereo not drawn)	-12
O=C(Nc1ccc2ccccc2c1)c1cc(Cl)ccc1Cl	-11
Cc1ccccc1N(CC(=O)NC(C)(C)C)S(C)(=O)=O	-13
C=CCN1C(=O)/C(=C\c2ccc(OC)cc2)C(C(=O)OC)=C1C	-2
CC(=O)c1c(C(C)=O)c(C)n(-c2ccccc2N)c1C	-41

# Continued; the last two above are carried over.
smiles	DUSP3 inh
C=CCN1C(=O)/C(=C\c2ccc(OC)cc2)C(C(=O)OC)=C1C	-2
CC(=O)c1c(C(C)=O)c(C)n(-c2ccccc2N)c1C	-41
O=C1NC(=O)C(=Cc2ccccc2OCc2ccccc2Cl)C(=O)N1	-13
NC(=O)NC(c1ccccc1)c1cccc(Br)c1 (stereo not drawn)	-6
COc1ccc(OC)c(N(CC(=O)NC(C)c2ccccc2)S(C)(=O)=O)c1 (stereo not drawn)	-6
N/C(=N\OC(=O)Cc1ccccc1)c1ccncc1	-1
COc1cccc(CN2CCN(C(=O)c3cccc(Cl)c3)CC2)c1	-16
Cc1ccc(-n2nc3cc(C)c(NC(=O)c4ccc(Br)o4)cc3n2)cc1	1
CCN1CCN(S(=O)(=O)c2c(C)cc(C)cc2C)CC1	-10
CC1CCN(CCCCOc2ccc(C(C)(C)C)cc2)CC1	11
COc1ccccc1NC(=O)C(=O)NCCc1ccc(OC)c(OC)c1	-24
CCOc1cccc(/C=N/NC(=O)COc2ccccc2[N+](=O)[O-])c1O	-6
CCc1ccccc1N(CC(=O)Nc1ccccc1C)S(C)(=O)=O	-16
Cc1cccn2c(=O)c(C=O)c(N3CCCCC3)nc12	-12
COC(=O)C(CC(C)C)NC(=O)COC(=O)/C=C/c1ccc([N+](=O)[O-])cc1 (stereo not drawn)	-3
O=Cc1ccc(/C=C2/SC(=S)N(c3cccc(Cl)c3)C2=O)cc1	8
O=S(Cc1ccc(Cl)cc1)CC(O)COCc1ccc(Cl)cc1 (stereo not drawn)	0
COc1ccc(Cc2noc(-c3ccc([N+](=O)[O-])cc3)n2)cc1OC	-4

# Reprinted from the part before: 2 compounds, followed by the next part.
smiles	DUSP3 inh
O=S(Cc1ccc(Cl)cc1)CC(O)COCc1ccc(Cl)cc1 (stereo not drawn)	0
COc1ccc(Cc2noc(-c3ccc([N+](=O)[O-])cc3)n2)cc1OC	-4
CN1C(=O)/C(=N\OC(=O)c2cccc3ccccc23)c2ccccc21	-28
Cc1cc(C)nc(SCC(=O)N/N=C/c2ccc(O)cc2)n1	-32
Cc1ccc(/C=C/C(=O)Nc2ccc(C)c([N+](=O)[O-])c2)o1	1
CC1=NN(c2ccc(S(N)(=O)=O)cc2)C(=O)/C1=C\c1ccc(-c2ccc(C)c(Cl)c2)o1	-10
CCOc1cc(/C=N/Nc2nc3ccccc3s2)ccc1OCc1ccccc1	-19
COc1ccc(Nc2nc(C)cc(C)c2C(N)=O)cc1	-1
S=C(NCC(c1ccccc1)c1ccccc1)Nc1ccc(Cl)cc1	25
O=C(/C=C/c1ccccc1)N1CCN(c2ccc(F)cc2)CC1	-24
COc1cc(/C=C2/C(=O)NC(=O)N(c3cccc(F)c3)C2=O)ccc1OCc1ccc(C(=O)O)cc1	-23
CCc1ccccc1NC(=O)C1CC(=O)N(c2ccc(Br)cc2)C1 (stereo not drawn)	-9
CC(=O)CC(=O)Nc1ccc(F)cc1F	-23
O=C(Cn1cnc([N+](=O)[O-])n1)Nc1ccc(F)cc1F	-10
OCCNC1CCCc2c1[nH]c1ccc(-c3ccccc3)cc21 (stereo not drawn)	-2
COc1ccc(-c2nnc(SCC(=O)NC3CCCC3)n2-c2ccccc2)cc1	9
CC1CCN(C(=O)c2ccc3nc4c5ccccc5c5ccccc5c4nc3c2)CC1	1
O=C1NC(=S)N/C1=C\c1ccccc1F	-18
O=C(O)CN1C(=O)/C(=C\c2ccccc2Cl)SC1=S	-28
CCN1CCN(C(=O)c2ccc(F)cc2)CC1	2
O=C(CSCc1cccc(Br)c1)NCCc1ccc(Cl)cc1	-11
Cc1[nH]c(=O)c(C(=O)/C=C/c2ccccc2Cl)c2c1CCCC2	-11
CCOC(=O)C1=C(O)CSC1=Nc1ccc(Cl)cc1Cl	-7
CC(NC(=O)c1ccco1)C1COc2ccccc2O1 (stereo not drawn)	50
COc1cc(CNc2ccc3c(c2)CCC3)cc(OC)c1O	16
CC(=O)N1c2ccc(C)cc2C(Nc2ccc(C)cc2)CC1C (stereo not drawn)	-70
COc1ccc(OC)c(/C=N/Nc2nc3cc(C)ccc3cc2C)c1	38
Cn1c(=O)c(-c2nc3ccccc3[nH]2)c(O)c2ccccc21	-8
CCCC1CCC(c2nc(-c3cccnc3)no2)CC1 (stereo not drawn)	0
O=c1c2ccccc2nc(/C=C/c2cc(Br)ccc2O)n1-c1cccc([N+](=O)[O-])c1	4
CC1=C(C(=O)OCCc2ccccc2)C(c2ccc(Br)cc2)C2=C(CCCC2=O)N1 (stereo not drawn)	1
CCOc1ccc(C(=O)Nc2ccc(N(CC)CC)cc2)cc1	-15
O=C(COc1ccccc1)NNC(=O)COc1ccc([N+](=O)[O-])cc1	-22
Cc1ccc([N+](=O)[O-])cc1-c1ccc(/C=C2/C(=O)NC(=O)N(C)C2=O)o1	35
CCC(=O)N1c2ccccc2NC2=C(C(=O)CC(C)(C)C2)C1c1ccc(C#N)cc1 (stereo not drawn)	3
CC1=CC(C)(C)Nc2ccc(OC(=O)c3sc4cc([N+](=O)[O-])ccc4c3Cl)cc21	-5
O=C(CNC(=O)c1ccc(Cl)cc1Cl)c1ccccc1	-8
Cc1nc(NC(=O)/C=C/c2ccc(F)cc2)sc1C	-44
O=C(Nc1ccc(N2CCOCC2)cc1)c1ccccc1Br	-18
COc1cc(OC)c(OC)cc1/C=N/NC(=O)c1cc(-c2ccc(Cl)cc2)n[nH]1	-11
Cc1ccc(N2CCN(CC(O)Cn3c4ccccc4c4ccccc43)CC2)cc1 (stereo not drawn)	-20
COc1ccc(-c2ccc(/C=N/NC(=O)c3ccncc3)o2)c([N+](=O)[O-])c1	-106
CCC(C(=O)Nc1ccc(C)cc1C)c1ccccc1 (stereo not drawn)	-3
CN(C)c1ccc(/C=C2/C=C(c3ccccc3)OC2=O)cc1	9
O=C1S/C(=C/c2ccc(Cl)c([N+](=O)[O-])c2)C(=O)N1c1ccccc1	22
COc1cccc(-c2nc(-c3ccccc3)c(-c3cc([N+](=O)[O-])ccc3C)[nH]2)c1OC	-3
O=C(COc1ccc([N+](=O)[O-])cc1)NNC(=O)c1ccccc1Cl	-20
O=C(c1ccc(Br)o1)N1CCCCC1	1
O=C1C(=O)N(CN2CCN(CN3C(=O)C(=O)c4ccccc43)C2)c2ccccc21	11
COc1cc(/C=N/NS(=O)(=O)c2ccc3ccccc3c2)ccc1OCC(N)=O	0

# Fetched by structure from the list above (six):
smiles	DUSP3 inh
O=C(c1ccc(Br)o1)N1CCCCC1	1
CN(C)c1ccc(/C=C2/C=C(c3ccccc3)OC2=O)cc1	9
O=C1S/C(=C/c2ccc(Cl)c([N+](=O)[O-])c2)C(=O)N1c1ccccc1	22
CCC(C(=O)Nc1ccc(C)cc1C)c1ccccc1 (stereo not drawn)	-3
COc1cccc(-c2nc(-c3ccccc3)c(-c3cc([N+](=O)[O-])ccc3C)[nH]2)c1OC	-3
COc1cc(/C=N/NS(=O)(=O)c2ccc3ccccc3c2)ccc1OCC(N)=O	0

# Next section
smiles	DUSP3 inh
COc1cccc(/C=C2\C(=O)NN(c3ccccc3)C2=O)c1OC	14
CC(C)(C)CC(C)(C)N=C1NS(=O)(=O)c2cc([N+](=O)[O-])ccc21	-22
O=C(NCCCn1ccnc1)NC1CCCCC1	-34
O=C(Nc1cccnc1)c1ccc(CN(c2ccccc2)S(=O)(=O)c2ccccc2)cc1	-11
CN(/C(=N/S(=O)(=O)c1ccccc1)c1ccccc1)S(=O)(=O)c1ccccc1	-7
COc1ccc(S(=O)(=O)Nc2cc(Cl)ccc2C)cc1	-29
CCCCC(CC)CNC(=O)C(=O)NCC1CCCO1 (stereo not drawn)	-27
COc1ccc(N=C2CC(C)(C)CC(=O)/C2=C(O)\C=C\c2ccccc2)cc1	-14

# An excerpt of these results, with each value named.
COc1ccc(N=C2CC(C)(C)CC(=O)/C2=C(O)\C=C\c2ccccc2)cc1
  DUSP3 inh = -14
COc1cccc(/C=C2\C(=O)NN(c3ccccc3)C2=O)c1OC
  DUSP3 inh = 14
O=C(NCCCn1ccnc1)NC1CCCCC1
  DUSP3 inh = -34
CN(/C(=N/S(=O)(=O)c1ccccc1)c1ccccc1)S(=O)(=O)c1ccccc1
  DUSP3 inh = -7
